TcdB GH inh: TcdB glycohydrolase inhibitors, primary screen, biochemical, single point, plate reader; AID 652162, 2013; inhibition, % at 9.99 µM; 350,000 compounds, 0.24% hits; TcdB glycohydrolase enzymatic assay; in the data active = inhibition above about 10%
Target sequence (P18177 whole entry, looked up): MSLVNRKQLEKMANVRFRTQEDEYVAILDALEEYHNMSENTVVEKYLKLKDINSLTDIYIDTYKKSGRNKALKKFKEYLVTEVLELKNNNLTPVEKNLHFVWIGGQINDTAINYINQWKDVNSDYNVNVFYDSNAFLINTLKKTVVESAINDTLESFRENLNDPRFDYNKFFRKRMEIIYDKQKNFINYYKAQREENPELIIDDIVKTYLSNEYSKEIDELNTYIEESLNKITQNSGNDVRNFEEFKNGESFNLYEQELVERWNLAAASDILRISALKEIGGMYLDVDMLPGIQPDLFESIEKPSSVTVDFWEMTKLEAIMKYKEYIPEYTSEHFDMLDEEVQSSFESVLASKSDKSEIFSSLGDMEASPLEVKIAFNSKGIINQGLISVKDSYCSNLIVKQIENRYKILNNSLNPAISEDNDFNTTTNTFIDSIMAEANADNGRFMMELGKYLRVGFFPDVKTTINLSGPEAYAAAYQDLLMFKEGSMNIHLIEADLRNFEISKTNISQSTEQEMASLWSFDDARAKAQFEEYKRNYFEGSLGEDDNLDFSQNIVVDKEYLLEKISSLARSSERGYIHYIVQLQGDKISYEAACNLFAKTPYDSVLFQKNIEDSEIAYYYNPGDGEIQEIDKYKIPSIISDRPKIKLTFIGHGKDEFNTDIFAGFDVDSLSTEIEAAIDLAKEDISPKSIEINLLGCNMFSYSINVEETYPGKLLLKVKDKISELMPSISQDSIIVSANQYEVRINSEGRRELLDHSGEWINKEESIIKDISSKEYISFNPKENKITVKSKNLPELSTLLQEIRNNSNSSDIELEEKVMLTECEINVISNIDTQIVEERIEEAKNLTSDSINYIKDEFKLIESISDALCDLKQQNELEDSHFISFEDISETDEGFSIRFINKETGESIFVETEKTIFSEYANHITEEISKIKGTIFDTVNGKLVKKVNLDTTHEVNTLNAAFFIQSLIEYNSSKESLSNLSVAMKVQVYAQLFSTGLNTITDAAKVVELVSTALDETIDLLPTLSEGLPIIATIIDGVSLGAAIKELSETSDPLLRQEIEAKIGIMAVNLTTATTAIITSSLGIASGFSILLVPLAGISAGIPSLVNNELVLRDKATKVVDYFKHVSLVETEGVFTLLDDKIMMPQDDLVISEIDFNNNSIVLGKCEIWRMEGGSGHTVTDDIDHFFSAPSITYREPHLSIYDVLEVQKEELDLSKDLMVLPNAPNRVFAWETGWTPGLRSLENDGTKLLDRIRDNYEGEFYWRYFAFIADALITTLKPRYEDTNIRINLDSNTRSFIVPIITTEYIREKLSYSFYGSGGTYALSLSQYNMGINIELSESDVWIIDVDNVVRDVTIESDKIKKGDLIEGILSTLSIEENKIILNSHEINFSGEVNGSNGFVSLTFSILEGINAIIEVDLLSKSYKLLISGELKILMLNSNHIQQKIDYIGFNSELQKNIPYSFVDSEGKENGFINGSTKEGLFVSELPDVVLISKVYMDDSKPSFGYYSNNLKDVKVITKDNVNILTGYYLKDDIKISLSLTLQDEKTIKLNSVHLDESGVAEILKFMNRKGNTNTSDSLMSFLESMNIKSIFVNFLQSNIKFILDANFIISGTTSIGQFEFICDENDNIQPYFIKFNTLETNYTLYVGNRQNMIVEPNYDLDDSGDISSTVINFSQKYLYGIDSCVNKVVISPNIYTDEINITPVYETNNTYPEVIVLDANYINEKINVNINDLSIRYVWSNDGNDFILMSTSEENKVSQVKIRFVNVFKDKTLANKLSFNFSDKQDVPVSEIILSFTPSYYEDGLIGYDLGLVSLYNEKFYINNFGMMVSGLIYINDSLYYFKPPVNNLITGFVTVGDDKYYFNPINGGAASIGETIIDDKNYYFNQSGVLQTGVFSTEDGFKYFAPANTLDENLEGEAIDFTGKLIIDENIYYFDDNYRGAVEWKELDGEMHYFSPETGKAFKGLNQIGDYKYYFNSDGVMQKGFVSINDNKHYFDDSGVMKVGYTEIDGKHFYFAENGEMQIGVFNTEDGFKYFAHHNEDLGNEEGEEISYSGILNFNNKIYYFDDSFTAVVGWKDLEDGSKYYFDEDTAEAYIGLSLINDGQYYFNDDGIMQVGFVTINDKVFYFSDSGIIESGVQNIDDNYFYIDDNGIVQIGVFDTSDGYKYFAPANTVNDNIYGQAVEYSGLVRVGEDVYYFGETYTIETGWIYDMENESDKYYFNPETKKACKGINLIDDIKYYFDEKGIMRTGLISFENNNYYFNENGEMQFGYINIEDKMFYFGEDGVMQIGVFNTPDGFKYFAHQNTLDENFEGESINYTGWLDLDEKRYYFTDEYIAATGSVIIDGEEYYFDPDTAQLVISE
PfHsp40 yeast: rescue of yeast from PfHsp40 toxicity, primary screen, S. cerevisiae, ATP luminescence | S. cerevisiae expressing PfHsp40, growth rescue | growth rescue, % at 12.5 µM | 340,000 compounds, 0.68% hits | AID 504582, 2011; in the data active = growth rescue above about 28%, passing the limit was not always enough;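 also: yeast W303a lacking pdr1 and pdr3 grown in galactose medium; growth measured after three days at 30 °C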
SARS 3CLpro inh: SARS-CoV 3CLpro protease inhibitors, primary screen, biochemical, quenched FRET | Replicase polyprotein 1ab (Severe acute respiratory syndrome coronavirus), P0C6X7 | AID 1706, 2009 | 290,000 compounds, 0.14% hits | inhibition, % at 6 µM | recombinant SARS-CoV 3CLpro, quenched FRET peptide cleavage; in the data active = inhibition above about 12%
Y pestis TopoI: Yersinia pestis topoisomerase I inhibitors, primary screen, biochemical, cleavage product accumulation, plate reader, single point. DNA topoisomerase I (Yersinia pestis CO92). Y. pestis Topo-I cleavage product accumulation. activity, % at 10 µM. 360,000 compounds, 0.064% hits; in the data active = activity above about 50%, passing the limit was not always enough; also: inactives centre near 2
PrPC surface inh: inhibitors of human cell surface prion protein PrPC, primary screen, cell-based, TR-FRET; inhibition, % at 13.8 µM; 370,000 compounds, 0.43% hits; TR-FRET read-out; in the data active = inhibition above about 24%; also: 0% = median of the test wells and 100% = reference compound wells
SSB-PriA inh: inhibitors of Klebsiella pneumoniae PriA binding to SSB C-terminal tail, primary screen, biochemical, AlphaScreen | 430,000 compounds, 0.6% hits | inhibition, % at 33 µM | PriA–SSB C-terminal tail interaction (Klebsiella pneumoniae) | AlphaScreen SSBct-PriA binding, biotinylated peptide | AID 1272365, 2023; in the data active = inhibition mostly above about 37%, no sharp cut-off; inactive = mostly below about 20%;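 also: plate controls were negative control peptide for no effect and reference peptide for full effect; strong numbers were not always called active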
Anthrax LF inh2: Bacillus anthracis LF protease inhibitors, primary screen, biochemical, multiplex microsphere, MLPCN library; multiplex microsphere protease cleavage assay; inhibition, % at 10 µM; 360,000 compounds, 0.12% hits; AID 588501, 2011; also: plate controls were buffer without enzyme for full effect and enzyme alone for no effect
BH1578 lux ind: inducers of Vibrio cholerae quorum light production without autoinducers, primary screen, BH1578 luxS cqsA deficient, single point; V. cholerae BH1578 lux reporter, luminescence, 6 h; activation, % at 18.7 µM; 350,000 compounds, 0.16% hits; in the data active = activation mostly above about 9.7%, no sharp cut-off; also: not every result past the cut was called active; inactives centre near 0; reference of the scale not given here
BoNT A protease: BoNT/A light chain protease inhibitors, primary screen, biochemical, flow cytometry, MLPCN library; Botulinum neurotoxin type A light chain protease (Clostridium botulinum A str. ATCC 3502); multiplex microsphere protease substrate cleavage; inhibition, % at 10 µM; 360,000 compounds, 0.17% hits; AID 588499, 2011; also: plate controls were buffer without enzyme for full effect and enzyme alone for no effect
Starred values were filed as active, the others as inactive; i = inactive; . = no result given; & = joins results of further samples. Rule as the data show it, unless noted: active = inhibition above about 30%; inconclusive = no clear call, values can overlap the other calls; inactive = below that. A portion of the library (hit frequency here may not be typical).

SMILES	TcdB GH inh	PfHsp40 yeast	SARS 3CLpro inh	Y pestis TopoI	PrPC surface inh	SSB-PriA inh	Anthrax LF inh2	BH1578 lux ind	BoNT A protease
COC(=O)c1c(NC(=O)COC(=O)CC(NC(C)=O)c2ccccc2)sc(C)c1C (stereo unspecified)	1.5	-0.8	.	6.3	-3.3	-9.8	6.0	-0.5	-1.0
COc1ccc(/C=N/NC(=O)CC(=O)NCc2cccnc2)cc1[N+](=O)[O-]	1.4	1.9	4.5	-12.0	-10.1	.	-0.2	-5.0	1.5
CNC(=O)NC(=O)C(C)OC(=O)CCCc1nc2ccccc2s1 (stereo unspecified)	0.7	-1.0	2.0	6.2	-2.7	2.7	1.8	-0.3	-0.5
COc1ccc(Nc2ccc(N3C(=O)CCCC3=O)cc2[N+](=O)[O-])cc1OC	.	-0.8	4.4	-8.1	-46.0	24.3	-2.8	-3.8	-0.8
Cc1ccccc1NC(=O)CSC1=C(C#N)C(c2ccsc2)CC(=O)N1 (stereo unspecified)	.	-0.2	-0.1	1.2	4.9	-28.4	-8.2	i	-0.4
CCn1c(SCC(=O)Nc2sccc2C(N)=O)nnc1C1CC1	0.7	-0.6	.	-1.2	3.1	2.6	-2.9	-0.2	0.2
COc1cccc(-c2cc(C(=O)Nc3cccnc3)c3ccccc3n2)c1	-0.4	0.2	6.0	-14.6	-6.7	2.6	2.0	-0.3	-4.3
CC(c1ccc(F)cc1)n1c(-c2cccs2)n[nH]c1=S (stereo unspecified)	1.7	-0.7	1.8	1.1	-4.9	13.1	-0.7	-0.5	-5.0
O/N=C/c1ccc2cccc(O)c2n1	0.5	-1.6	-0.6	10.6	0.2	.	-0.9	i	-1.0
CC(C)CCNC(=O)C1CCC(CNS(=O)(=O)c2cccc3nsnc23)CC1 (stereo unspecified)	.	0.7	2.7	-0.9	.	-1.7	0.4	i	-0.9
CN(Cc1ccccc1F)C(=O)c1ccc(NC(=O)CC2SC(N3CCCCC3)=NC2=O)cc1 (stereo unspecified)	1.6	0.9	.	11.7	-6.2	-12.0	1.4	i	-6.3
COC(=O)CN(c1cc([N+](=O)[O-])ccc1OC)S(C)(=O)=O	2.3	6.0	0.1	-9.6	-7.0	-3.2	-7.7	-0.1	0.5
O=C1NC(=S)S/C1=C\c1cccc([N+](=O)[O-])c1	0.9	-0.4	.	-0.2	-2.9	-1.7	2.7	-0.8	0.1
Cc1cc([N+](=O)[O-])cc(/C=N/n2c(C)nc3ccccc3c2=O)c1O	1.9	191.8*	-0.8	-0.1	7.0	.	-5.5	i	-1.4
Cn1cccc1C(=O)C(=O)Nc1cccc(Cl)c1Cl	.	0.3	-0.1	10.8	-8.0	-5.7	-1.5	i	-0.2
Cc1ccc(C)c(NC(=O)COC(=O)CC2c3ccccc3CCN2S(=O)(=O)c2ccc(F)cc2)c1 (stereo unspecified)	.	-0.6	-1.4	0.7	.	6.2	-0.9	-0.3	-1.7
Nc1ncc(CN2CCCC(C(=O)Nc3ccc(-c4ccco4)cc3)C2)cn1 (stereo unspecified)	2.4	0.4	-4.0	-9.6	-7.3	3.9	-2.9	i	-1.5
Cc1ccc[n+](CC(=O)Nc2ccc(Cl)c([N+](=O)[O-])c2)c1	0.1	-1.4	-0.2	-6.2	-24.4	1.4	-9.7	-0.7	-2.6
CCOC(=O)Cc1csc2nc3sc(C)c(C)c3c(=O)n12	.	-1.1	5.1	6.7	3.3	-9.0	-3.4	-0.3	0.1
Cc1c(Cc2ccccc2)sc(NC(=O)/C=C/c2cccc3ccccc23)c1C(N)=O	-0.6	-0.5	2.1	0.1	4.5	-0.5	-5.9	-1.7	0.5
COCCCNC(=O)Cn1cnc(C(=O)Nc2ccc(C)c(C)c2)n1	-0.9	-1.0	.	0.4	3.6	-6.3	2.5	i	-0.2
Cc1noc(C)c1S(=O)(=O)Nc1ccc(C(C)C)cc1	0.8	0.6	2.4	1.5	-1.5	-14.6	-1.2	-6.7	1.2
CCOc1ccc(/C=C/C(=O)Oc2ccccc2)cc1	-0.9	-0.3	4.4	1.7	-4.3	-21.3	14.2	i	0.8
Cc1c(NC(=O)c2cc(-n3cnnc3)ccc2Cl)cccc1-c1nc2ccccc2s1	.	0.8	1.6	15.8	7.0	-2.9	-1.9	2.6	-0.8
COc1ccc(CNC(=O)C2CCCN2C)cc1OC (stereo unspecified)	0.2	12.9	-0.7	0.9	-7.0	0.4	-7.5	i	-0.3
C=CCNC(=O)C(=O)NCC1CCCN1S(=O)(=O)c1cccs1 (stereo unspecified)	0.6	-0.5	.	3.8	-5.2	-8.2	2.1	i	-0.3
Cc1cc(C)c(NC(=O)CN(C)CC(=O)Nc2cccc(S(=O)(=O)N(C)c3ccccc3)c2)c(C)c1	1.4	-0.5	.	14.4	7.5	-0.5	-1.7	i	-0.2
CC(C)NC(=O)N(C)C[C@H]1Oc2c(NC(=O)C3CC3)cccc2C(=O)N([C@H](C)CO)C[C@@H]1C	-0.2	0.9	.	-1.1	-2.9	-2.7	2.2	-0.6	0.1
CCc1ccc(/C=C/C(=O)c2ccc(S(=O)(=O)N(C)C)cc2)cc1	0.9	0.9	2.1	10.1	-4.4	3.5	-3.0	i	-0.8
C=CCNC(=O)CC(=O)N/N=C/c1cccc(C)c1	1.1	-0.1	0.4	5.0	-5.2	.	0.7	-0.7	0.0
COCCCNC(=O)C1CC(=O)N(C2CCCC2)C1 (stereo unspecified)	0.5	-0.7	-2.0	-6.2	-4.2	-0.9	4.9	i	1.7
O=C(CSc1ncc(-c2ccccc2)[nH]1)Nc1ccccc1	1.7	-0.3	2.2	-0.2	7.2	10.7	-1.1	1.5	-1.2
Cc1cc(NC(=O)CSc2nnc(-c3ccc(S(=O)(=O)N4CCCC4)cc3)n2C)no1	.	-0.2	-0.7	5.0	-0.3	-8.4	-1.1	i	1.2
COC(=O)c1ccccc1NC(=O)CSc1nnnn1-c1ccc(C)cc1C	.	1.4	4.0	-3.7	-3.5	-12.5	-4.6	i	-1.3
Nc1ccc2nc(CCCO)[nH]c2c1	6.1	1.1	-2.6	-10.0	-5.5	12.0	-12.2	-0.8	-1.2
Cc1[nH]c2ccccc2c1N=Nc1ccc(F)cc1	1.9	12.5	4.3	-0.6	4.2	29.7	-3.0	1.6	-0.8

Reprinted from above for reference:
SMILES	TcdB GH inh	PfHsp40 yeast	SARS 3CLpro inh	Y pestis TopoI	PrPC surface inh	SSB-PriA inh	Anthrax LF inh2	BH1578 lux ind	BoNT A protease
COc1ccc(CNC(=O)C2CCCN2C)cc1OC (stereo unspecified)	0.2	12.9	-0.7	0.9	-7.0	0.4	-7.5	i	-0.3
C=CCNC(=O)C(=O)NCC1CCCN1S(=O)(=O)c1cccs1 (stereo unspecified)	0.6	-0.5	.	3.8	-5.2	-8.2	2.1	i	-0.3
Cc1cc(C)c(NC(=O)CN(C)CC(=O)Nc2cccc(S(=O)(=O)N(C)c3ccccc3)c2)c(C)c1	1.4	-0.5	.	14.4	7.5	-0.5	-1.7	i	-0.2
CC(C)NC(=O)N(C)C[C@H]1Oc2c(NC(=O)C3CC3)cccc2C(=O)N([C@H](C)CO)C[C@@H]1C	-0.2	0.9	.	-1.1	-2.9	-2.7	2.2	-0.6	0.1
CCc1ccc(/C=C/C(=O)c2ccc(S(=O)(=O)N(C)C)cc2)cc1	0.9	0.9	2.1	10.1	-4.4	3.5	-3.0	i	-0.8

Additional records
SMILES	TcdB GH inh	PfHsp40 yeast	SARS 3CLpro inh	Y pestis TopoI	PrPC surface inh	SSB-PriA inh	Anthrax LF inh2	BH1578 lux ind	BoNT A protease
CC(CCc1ccccc1)NC(=O)/C=C/c1ccccc1 (stereo unspecified)	.	-0.3	5.9	21.0	2.0	-9.6	0.1	3.6	0.0
Cc1ccc(NC(=O)N2CCN(c3ncccc3C(F)(F)F)CC2)cc1	0.8	-1.1	-3.6	9.9	4.2	-7.9	-4.6	-0.9	-1.5
COC(=O)Cc1c(O)ccn(Cc2ccc(OC)c(OC)c2)c1=O	0.0	-0.9	2.7	-2.3	1.8	1.8	7.6	-0.3	-0.3
COCC(C)n1c(C)cc(C(=O)CSc2nnnn2-c2ccc(O)cc2)c1C (stereo unspecified)	1.0	-0.6	1.2	-11.1	10.9	3.0	-11.1	-0.3	0.1
C=CCn1c(-c2cccc(OC)c2)n[nH]c1=S	0.9	-0.2	1.3	-1.5	2.3	-0.5	-1.5	-0.4	-0.2
CC(=O)Nc1ccc(NC(=O)CCc2c(C)noc2C)cc1	0.5	-0.5	.	-10.1	-0.8	-1.4	-1.9	-0.9	-0.7
O=C(Nc1nccs1)c1ccc(Cl)c(S(=O)(=O)N2CCCCC2)c1	.	0.7	1.9	2.3	-3.4	-8.0	1.2	-0.3	0.1
O=C(O)COCC(=O)NC1CCN(Cc2ccccc2)CC1	1.6	.	4.6	0.8	0.1	-9.4	.	-0.4	.
CCCCC(NC(C)=O)c1nc2ccccc2n1CCC (stereo unspecified)	.	-0.1	3.8	2.0	11.7	-5.2	-1.9	0.3	-0.5
COC(=O)C1=C(NC(=O)c2cccc(OC)c2)CCS1	1.5	0.8	4.7	3.4	.	-40.7	-1.7	-0.2	-1.1
CN(CCCN1CCOCC1)Cc1cn(C)nc1-c1ccccc1F	.	-0.4	-0.3	-0.3	-4.2	4.4	-1.0	i	0.8
Cc1csc(NC(=O)CSc2nnc(NC(=O)NC(C)(C)C)s2)n1	0.5	1.7	.	-1.6	-0.8	-5.0&15.8	0.9	i	0.6
CCN1CCN(c2ccc(S(=O)(=O)N3CCOCC3)cc2NC(=O)/C=C/c2ccc(OC)c(OC)c2)CC1	0.6	0.9	.	-7.7	-7.0	-9.8	-1.4	i	2.9
COc1ccc(/C(C)=N/NC(=S)Nc2cc(C)ccc2C)cc1	1.1	-1.7	0.9	-8.6	-4.5	.	-8.4	-0.2	-0.3
CCN(CC(=O)Nc1c(F)cccc1F)C(=O)C1CCC1	2.4	-1.9	.	-3.9	-5.5	-11.9	0.5	i	2.1
CC1=NN(Cc2ccccc2)C(=O)/C1=C/c1ccc(N(C)C)cc1	-1.2	0.4	6.3	8.2	3.4	1.2	-0.3	4.1	0.1
Cc1cc(NC(=O)CN2CCN(c3ncccn3)CC2)no1	0.7	-0.1	-3.2	11.4	-2.1	-12.3	-1.6	-3.6	0.1
O=Cc1c(NCc2cccc(F)c2)c2ccccc2[nH]c1=O	1.3	0.6	2.0	0.2	1.6	-6.2	1.4	-0.3	-0.8
Cc1cc2oc(=O)cc(-c3ccccc3)c2c(C)c1-c1ccc(CO)cc1	1.7	5.8	.	27.3	1.8	-7.6	-1.4	-0.4	-0.2
CC(C)N(CCNC(=O)c1nn(Cc2ccccc2)c(=O)c2ccccc12)C(C)C	2.5	0.3	5.5	6.8	-13.8	.	1.0	-0.3	2.1
O=S(=O)(c1ccc(SCCOc2ccccc2Cl)nc1)N1CCCC1	1.2	0.4	.	39.2	-0.4	-33.6	2.0	i	-0.5
CCOC(=O)CSc1nc2sc(C)c(C)c2c(=O)n1N	.	-2.0	2.9	28.3	-4.1	-4.0	3.2	-0.2	0.9
COc1ccccc1C(C#N)N1N=C(C)CC1c1ccccc1 (stereo unspecified)	1.1	0.6	-3.0	7.7	-1.3	-30.5	-2.2	i	-2.9
Cc1ccc(C)c(S(=O)(=O)N2CCCOC2CNC(=O)C(=O)NCCCN2CCOCC2)c1 (stereo unspecified)	0.7	-0.5	1.7	-5.2	-2.6	-8.0	-2.4	-0.7	-1.8
Cc1cc(C)c(C(=O)COC(=O)C2CCN(c3ccc(C(F)(F)F)cn3)CC2)c(C)c1	-1.1	1.8	.	-0.8	-0.5	-11.9	-4.1	2.1	3.6
Fc1ccccc1-c1nnc2n1N=C(c1ccc(OC(F)F)c(OCC3CC3)c1)CS2	1.7	0.4	.	24.4	5.0	-26.4	2.5	i	-0.2
